MmCpn inh – M. maripaludis TRiC chaperonin inhibition | purified Mm-Cpn ATPase, ADP Transcreener TR-FRET | Potency, µM (top dose mostly 76.9 µM), inactives show at the highest dose activity, negative = inhibition, most hits filed as inhibitors | 330,000 tested, 0.031% active; also: potency is read from the fitted curve at half-maximal effect; % is scaled to controls: 0 for no effect and ±100 for the full control effect; nearly all actives have a fitted effect of over 80% in size
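Purified archaeal chaperonin (25 nM final) was preincubated with compound for 10 min at 37°C, then ATP (10 uM final) was added for 30 min at 37°C in Tris pH 7.4/KCl/MgCl2/DTT buffer. ADP was quantified by HTRF Transcreener TR-FRET.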
Nrf2 ARE act – activates Nrf2 signaling. AID 624171. Potency, µM (top dose mostly 46.1 µM), inactives show at the top dose activation, actives largely listed as activators. 410,000 tested, 0.31% active. AREc32 ARE-luciferase reporter (MCF7-derived line), luminescence, 24 h; also: potency is read from the fitted curve at half-maximal effect; % of control where 0% means no effect; nearly all actives have a fitted effect of over 65% in size
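Quantitative high-throughput format: AREc32 reporter cells, 1000 per well, received compound by pin transfer and were incubated 24 hr at 37 deg C, 5% CO2, before Steady-Glo luminescence detection.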
ATXN viability – cell viability loss in ATXN counter-screen | S2 cells (HEK-293 line with an ATXN2-luciferase reporter) viability, CellTiter-Fluor protease fluorescence, 24 h | Potency, µM (series often up to 56.7 µM), usual class: cytotoxic | 400,000 tested, 0.49% active | AID 651635; also: potency is read from the fitted curve at half-maximal effect; nearly all actives have a fitted effect of over 40% in size
Nrf2 block – inhibitors of Nrf2 signaling; A549 ARE-Fluc reporter, luciferase luminescence, 18-24 h; Potency, µM (top dose mostly 46 µM), for the others: top-dose activity change, negative = inhibition, usual class: inhibitors; 360,000 tested, 2.1% active; also: potency is read from the fitted curve at half-maximal effect; % is scaled to controls: 0 for no effect and ±100 for the full control effect; nearly all actives have a fitted effect of over 60% in size
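Cells were seeded and rested 2 h, then exposed to compounds for 18-24 h. CellTiter-Fluor was read first as a viability measure. BugLite was added 15 min before the final luminescent read of ARE-luciferase activity in A549 cells.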
A549 viability – kills or reduces viability of A549 cells in Nrf2 counter-screen. A549 ARE-Fluc cells, CellTiter-Fluor viability, 18-24 h. Potency, µM (series often up to 46 µM), without a hit: at the highest dose activity change, negative = cytotoxicity, actives largely listed as inhibitors. 390,000 tested, 0.16% active. AID 504648; also: potency is read from the fitted curve at half-maximal effect; % is scaled to controls: 0 for no effect and ±100 for the full control effect
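A549 ARE_Fluc cells in 5% FBS OPTI-MEM were exposed to compounds in concentration-response for 18-24 h at 37 deg C. Viability was read by CellTiter-Fluor fluorescence (Ex 405/Em 525) after 30 min, before the luciferase read.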
Akt phos inh – inhibitors of Akt phosphorylation | Neuro2A IGF-stimulated pAkt S473 HTRF, 20 min; stronger effect = lower value | activity change, % for hits at 50 µM | 360,000 tested, 0.32% active | AID 651550; in the data active = activity change below about -80%; inconclusive = mostly about -51% to -80%; also: % is scaled to controls: 0 for no effect and ±100 for the full control effect
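Single-point screen (50 µM final compound) in Neuro2A cells stimulated 20 min with 6 nM IGF at 37 deg C. After lysis, Ser473-phosphorylated Akt read by HTRF (ex 330 nm, em 615/665 nm) as the 665/615 ratio.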
TGFb SMAD3 inh – inhibitors of TGF-b signaling | Potency, µM (highest dose often 46.1 µM), without a hit: at the top dose activity, negative = inhibition, hits mostly inhibitors | HepG2 CAGA-GFP TGF-b/SMAD3 reporter, GFP fluorescence, 18 h; TGF-beta stimulated, 500 pg/mL final | 410,000 tested, 1.2% active; also: potency is read from the fitted curve at half-maximal effect; % is scaled to controls: 0 for no effect and ±100 for the full control effect; nearly all actives have a fitted effect of over 65% in size
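Cell-based qHTS in HEPG2 carrying a CAGA-GFP Smad reporter; compounds added before 500 pg/mL final TGF-beta, 18 h incubation at 37 degrees C, GFP fluorescence quantified per cell by imaging cytometry.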
CCT modulator – changes cytosolic chaperonin activity. purified chaperonin ATPase assay, HTRF ADP detection, 30 min. activity change, % (no concentration beside the values), hits read low. 360,000 tested, 0.3% active. AID 651819; in the data active = activity change below about -30%; also: % is scaled to controls: 0 for no effect and ±100 for the full control effect
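First, chaperonin was dispensed at 40 nM or 20 nM final depending on batch activity. Next, compounds were pinned at 76 uM and ATP added at 10 uM. After 30 min at 37 °C, ADP detection reagents ran 30 min at ambient temperature.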
HepG2 tox – kills HepG2 cells in TGF-b inhibitor counter-screen | HepG2 CAGA-GFP viability, ATP luminescence, 18 h | Potency, µM (series often up to 46.1 µM), inactives show at the top dose activity change, negative = cytotoxicity, usual class: cytotoxic | 410,000 tested, 0.76% active; also: potency is read from the fitted curve at half-maximal effect; some results filed as inactive show a strong effect at the top dose
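CellTiter-Glo luminescence gave cytotoxicity after 18 hours at 37 degrees C. The cells were HepG2 CAGA-GFP in 1% FBS DMEM, stimulated with 500 pg/mL TGF-beta after compound addition. %Activity was normalised to no-cell wells (complete cell-killing) and DMSO (no toxicity), and curves were fitted and classified.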
An asterisk follows results filed as active; i = inactive; ? = inconclusive; . = no result given; & = joins results of further samples; [ ] = remark or other dose. Unless noted, calls follow the shape of the dose curve; as a rule, active = well fitted curve in the direction sought with a large enough effect; inconclusive = small, poorly fitted or top-dose-only effect, or another doubt; inactive = no such curve, though single readings can be large; an effect the other way counts as inactive or inconclusive. Compounds as they come; 4.4% or so of the library scored in one or more.

SMILES	MmCpn inh	Nrf2 ARE act	ATXN viability	Nrf2 block	A549 viability	Akt phos inh	TGFb SMAD3 inh	CCT modulator	HepG2 tox
Cc1cccc(C)c1NC(=O)CN(C)C(=O)c1cccc(S(=O)(=O)N2CCN(c3ccccc3)CC2)c1	-1%	-0.2%	i	-26%	4%	i	?	0.9	-7%
Cc1ccc(C(=O)Nc2cccc(C(F)(F)F)c2)cc1NC(=O)c1nccn1C	-7%	17%&4.7%	i	-12%	0%	i	?	-0.6&0.6	19%&2%
CC(C)CC1NC(=S)N(Cc2ccccc2)C1=O (centres undefined)	-13%	-2.1%	?	12%	0%	i	5µM*	0.4	-38%
COc1cc(N(C(C)=O)c2ccc(O)c(C(=O)O)c2)c2ncccc2c1	.	-0.3%	i	.	.	i	4%	1.1	0%
Cc1cccc(N2CCN(Cc3nc(-c4cccc(Cl)c4)oc3C)CC2)n1	-5%	-0.3%	i	-3%	2%	i	-13%	-0.3	-3%
CCN1CCN(C(=S)NC(=O)c2cccc(Br)c2)CC1	-7%	0.2%	i	3%	2%	i	-4%	0.9	-4%
CCOC(=O)c1ccc(N2C(=O)Cc3cc(OCC)c(OCC)cc3C2c2ccccc2)cc1 (centres undefined)	.	-0.2%	i	?	?	.	?	.	11%
CC1(C)CC(=O)CC(=Nc2ccc(C(=O)O)cc2)C1	1%	-0.9%	?	6%	-8%	i	?	-2.5	11%
Cn1nc(-c2ccccc2)c(-c2nc(-c3ccccc3Cl)no2)c1Cl	1%	-0.7%	i	3%	11%	i	-17%	-0.2	-6%
Cc1ccccc1Cn1cc(S(=O)(=O)CC(=O)N2CCCCC2)c2ccccc21	-1%	0.4%	i	12%	-1%	i	3%	0.1	-4%
CCCn1nnnc1NC(=O)COc1ccc(Br)cc1	0%	2.7%	i	-4%	1%	i	12%	-0.7	-9%
Cc1cccn2c(=O)c3cc(C(=O)NC4CCCC4)n(C)c3nc12	-8%	-0.3%	i	-1%	0%	i	-12%	-1.3	-1%
O=C(COC(=O)c1cnccn1)NCc1ccccc1	2%	-0.3%	?	-11%	-4%	i	-5%	-0.4	-25%
COc1ccc(-c2nn(-c3ccccc3)cc2C(=O)N/N=C/c2ccc([N+](=O)[O-])o2)cc1	0%	3.1%[9.22 µM]	?	?	?	i	-4%	0.7	4%
Nc1cc(Cl)nnc1Cl	-1%	-0.5%	i	-3%	-2%	i	1%	1.2	26%
O=C(c1cccc(S(=O)(=O)N2CCOCC2)c1)N(Cc1nnc(-c2ccccc2Cl)o1)C1CC1	-3%	2.0%	i	-24%	1%	i	1%	0.6	-4%
COc1ccc(CNC(=O)CN2C(=O)COc3ccc(S(=O)(=O)Nc4ccccc4)cc32)cc1	.	0.0%	?	19%	0%	.	-1%	.	-26%
O=C1NC(c2ccccc2)=NC1(Nc1ccccn1)C(F)(F)F (centres undefined)	1%	-0.2%	i	-1%	1%	i	-4%	-1.4	-38%
CCC(=O)NC(Nc1nc(C)cs1)(C(=O)OC)C(F)(F)F (centres undefined)	1%	-0.8%[9.22 µM]	?	8%	-3%	i	8%	-1.2	0%
CCN(CC#CCC(O)(c1ccccc1)c1ccccc1)C(C)C	1%	2.9%	i	0%	16%	i	-11%	-0.9	-10%
Cc1c(-c2ccco2)[n+](=O)c2c(n1[O-])CCCCC2	0%	-0.1%	i	17%	20%	i	-4%	-4.1	-6%
Nc1ccccc1S(=O)(=O)NC1=NCCCCC1	3%	-0.4%	i	-8%	-1%	i	-12%	0.8	-5%
CCCc1ccc(-c2ccc(C(=O)Oc3ccc(OCC)cc3)cc2)nc1	.	6.5%	i	?	7%	.	?	.	-13%
O=C(O)c1ccc(NS(=O)(=O)c2ccc3c(c2)C(=O)c2ccccc2C3=O)cc1	1%	-0.1%	i	-11%	0%	i	0%	1.7	-5%
CCOc1ccc2nc(N3CCN(C(=O)c4ccc(S(=O)(=O)CC)cc4)CC3)sc2c1	.	-0.3%	.	.	-9%	.	1%	.	-12%
CC(=O)Nc1cccc(NC(=O)C2CCN(C(=O)c3ccco3)CC2)c1	-2%	-0.2%	i	0%	1%	i	3%	-0.4	-11%
CC(C)=CC(=O)Nc1nnc(C(C)C)s1	0%	2.1%	i	?	-1%	i	9%	-7.5	3%
COc1ccccc1N1CCN(c2ccc(NC(=O)c3ccc(C)cc3)cc2C(=O)O)CC1	.	0.0%	i	.	0%	.	-14%	.	6%
Cc1ccccc1NC(=O)CN1C(=O)CSc2ccccc21	3%	0.0%	i	-25%	-10%	i	-14%	-0.4	-19%
COc1ccc(S(=O)(=O)NCc2ccc3c(c2)OCO3)cc1C	2%	2.9%	i	6%	-2%	i	-6%	-15	-10%
Cc1cc(C)cc(C(=O)N(NC(=O)Nc2ccc(Cl)cc2)C(C)(C)C)c1	-1%	3.2%	i	?	?	i	0%	3.1	-29%
Cc1cc(=O)oc2c(C)c(OCC(=O)N3CCN(c4ccc(F)cc4)CC3)ccc12	1%	0.6%	i	?	1%	i	-14%	-1.4	0%
CCOC(=O)C1C(=O)OC(C)(C)C1C(C)C(=O)c1ccc(C)cc1C (centres undefined)	-3%	2.6%	i	6%	4%	i	3%	-1.3	-2%
O=C(Cc1ccccc1)Nc1sc2c(c1C(=O)Nc1ccc(Cl)cc1)CCCC2	.	7.9%	.	1%&11%	-4%&-5%	.	?	.	-21%
O=c1c(NCc2cccs2)nccn1-c1ccc(F)cc1	.	7.9%	.	?	16%	.	-4%	.	6%
Cc1cc(N(CN2CCCC2=O)C(=O)c2ccc(F)cc2)no1	-6%	-0.5%	.	-8%	-10%	.	-20%	-0.2	3%
Cc1cc(NCc2ccccc2)c2ccccc2n1	0%	2.8%	i	?	?	i	?	0.4	-37%
COc1ccc(OCCn2c(CCNC(=O)C3CCCCC3)nc3ccccc32)cc1	.	.	.	?	-24%	.	-2%	.	-21%
CCOC(=O)C1CCN(C(c2cccnc2)c2c(NC(=O)c3ccco3)sc(C)c2C)CC1 (centres undefined)	2%	6.2%	i	15µM*	-14%	i	7.9µM*	-2.0	-53%
O=C(O)Cn1nc2c3c(cccc3c1=O)-c1ccccc1-2	-1%	-0.3%	i	-22%	-1%	i	-12%	1.6	-1%
COc1cc(OC)cc(C(=O)N2CCN(C(=O)c3ccc(-c4ccccc4)cc3)CC2)c1	3%	0.1%	i	-21%	-1%	i	?	-1.0	-19%
Cc1ccc(C)c(S(=O)(=O)N2CCN(C(=O)Nc3ccccc3)CC2)c1	1%	0.0%	i	-16%	-2%	i	-18%	0.6	1%
O=S(=O)(Nc1ncccn1)c1ccc(NC(=S)N2CCN(c3cccc(C(F)(F)F)c3)CC2)cc1	.	0.0%	i	?	-7%	i	-12%	-1.4	-3%
CCOC(=O)NC(=O)COC(=O)Cc1cc(OC)c(OC)c(OC)c1	-9%	-0.7%	i	2%	-4%	i	0%	0.0	0%
C1CCN(c2nc3nonc3nc2N2CCCCC2)CC1	0%	-0.6%	i	14%	-11%	i	10%	-0.2	9%
Cc1ccc(OC(C)C(=O)Nc2ccccc2C(=O)NCc2cccnc2)cc1C (centres undefined)	0%	-0.4%	i	-4%	-5%	i	6%	-1.3	-3%
CN1CCN(C(=S)NC(=O)/C=C/c2cccc3ccccc23)CC1	1%	5.0%	i	-5%	-1%	i	-23%	-1.0	-33%
CCN(CC)S(=O)(=O)c1ccc(NC(=O)Cn2ncc3c([nH]c4ccccc43)c2=O)cc1	.	-0.8%	?	20%	-2%	.	0%	.	-7%

Structures from the list above that have bromine, in the order listed:
SMILES	MmCpn inh	Nrf2 ARE act	ATXN viability	Nrf2 block	A549 viability	Akt phos inh	TGFb SMAD3 inh	CCT modulator	HepG2 tox
CCN1CCN(C(=S)NC(=O)c2cccc(Br)c2)CC1	-7%	0.2%	i	3%	2%	i	-4%	0.9	-4%
CCCn1nnnc1NC(=O)COc1ccc(Br)cc1	0%	2.7%	i	-4%	1%	i	12%	-0.7	-9%

Further compounds:
SMILES	MmCpn inh	Nrf2 ARE act	ATXN viability	Nrf2 block	A549 viability	Akt phos inh	TGFb SMAD3 inh	CCT modulator	HepG2 tox
CCN(C(=O)COC(=O)CCC(=O)c1cccs1)c1ccccc1	-2%	-0.5%	i	3%	0%	i	22%	2.0	-7%
O=C(O)c1ccc(CP(=O)(c2ccccc2)c2ccccc2)cc1	-1%	1.4%	.	11%	12%	i	-1%	-0.2	-5%
COc1ccc(-c2nc(C)c(CCNC(=O)c3ccccc3Br)s2)cc1OC	.	2.3%	.	.	-6%	.	-16%	.	-19%
C[N+]1(CCOc2ccc([N+](=O)[O-])cc2)CCOCC1	-1%	-0.3%	i	5%	2%	i	17%	-1.7	6%
Cc1c(C2=CCN(S(=O)(=O)c3ccc(Cl)cc3)CC2)c2ccccc2n1C	-3%	-0.1%	i	8%	-5%	i	13%	-0.8	0%
COc1ccc(C(=O)NC(=S)N2CCCc3ccccc32)cc1OC	0%	5.8%	i	-28%	2%	i	-4%	0.2	3%
S=c1[nH]nc(-c2ccc(Br)cc2)n1-c1ccc2c(c1)OCCO2	-9%	0.4%	i	-6%	-2%	i	-1%	-1.3	13%
O=C(NCc1cccc(Br)c1)c1ccc(NC(=O)N2CCCCc3ccccc32)cc1	.	0.5%	i	5%	1%	.	3%	.	-3%
Cc1onc(-c2ccccc2Cl)c1C(=O)NCc1cccnc1	3%	1.3%	i	.	6%	i	11%	0.8	-5%
COCCn1c(SCC(=O)Nc2cc(C)on2)nc2ccccc2c1=O	-5%	-0.1%	i	-8%	-1%	i	-4%	0.3	-9%
CCCCS(=O)(=O)Nc1ccc(C(=O)NCC2CCCO2)cc1 (centres undefined)	3%	-0.6%	i	18%	0%	.	-2%	1.8	1%

High-throughput results: PubChem, National Center for Advancing Translational Sciences (NCATS)
